Source: PubChem
IP6K1 inh: inhibitors of human IP6K1. Q92551. IP6K1 kinase, ADP-Glo luminescence, 2 h; stronger effect = lower value. AID 1645851. actives 0.81% (n = 140,000). activity change, % (series mostly up to about 58 µM); in the data active = activity change below about -25%
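ADP-Glo luminescence measures ADP made by human IP6K1 during a 2 h RT reaction with ATP/IP6 (mix at 1.3 mM/130 uM); top library doses 57.5 and 19.1 uM final.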
SNCA viab count: cell viability loss counter-screen. HEK-293-SNCA-luc viability, GF-AFC fluorescence, 24 h. Potency, µM (series often up to 57.1 µM), without a hit: at the highest dose activity change, negative = cytotoxicity, most hits filed as cytotoxic. actives 0.12% (n = 150,000);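 note: potency is the fitted concentration of half-maximal effect; 0% = DMSO-treated cells and -100% = medium-only wells without cells; nearly all actives have a fitted effect of over 30% in size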
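Cytotoxicity counterscreen: after 24 h compound treatment of genome-edited SNCA-luciferase HEK-293 cells, live-cell protease substrate GF-AFC read by fluorescence after 30 min; activity scaled between DMSO (0%) and medium-only (-100%), curves Hill-fitted.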
SNCA expr inhib: SNCA gene expression inhibition | Potency, µM (titrated, usually from 57.2 µM), for the others: at the highest dose activity change, negative = inhibition, actives largely listed as inhibitors | actives 0.17% (n = 140,000) | HEK-293 SNCA-luciferase knock-in, luminescence, 24 h | AID 1671194;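 note: potency is the fitted concentration of half-maximal effect; plate controls were DMSO cells for no effect and cell-free wells for full effect; nearly all actives have a fitted effect of over 45% in size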
HEK cytotox: kills HEK 293 cells | HEK 293 viability, ATP luminescence (CellTiter-Glo), 48-72 h | Potency, µM (highest dose often 115 µM), without a hit: at the highest dose activity change, negative = cytotoxicity, most hits filed as inhibitors | actives 6.6% (n = 94,000); note: potency is the fitted concentration of half-maximal effect; nearly all actives have a fitted effect of over 60% in size
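HEK 293 cells at 250 cells/well were exposed to compounds by pintool transfer for 48 or 72 hr at 37 degree Celsius, 5% CO2. Viability was read as ATP-coupled luminescence with CellTiter-Glo after 10 min at room temperature.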
GPT2 inh: GPT2 alanine aminotransferase inhibition | AID 1671188 | Potency, µM (highest dose often 57.7 µM), for inactives: at the top dose activity change, negative = inhibition, most hits filed as inhibitors | Recombinant GPT2, coupled pyruvate oxidase/HRP Amplex Red fluorescence | actives 0.25% (n = 100,000); note: potency is the fitted concentration of half-maximal effect; nearly all actives have a fitted effect of over 60% in size; many of its hits are not listed in these tables
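GPT2 10ng/uL, a-KG 250uM, L-Ala 2mM, HEPES pH7.5 + 0.0001% Tween; 30 min RT. Then Amplex mix (PO/HRP/ThPP), 30 min RT dark, fluorescence. AOA 50uM used as positive control.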
NIH3T3 tox: cytotoxic compounds in NIH 3T3 cells; NIH 3T3 viability, CellTiter-Glo ATP luminescence, 48-72 h; Potency, µM (titrated, usually from 96.7 µM), without a hit: top-dose activity change, negative = cytotoxicity, most hits filed as inhibitors; actives 4.3% (n = 94,000); note: potency is the fitted concentration of half-maximal effect; nearly all actives have a fitted effect of over 55% in size
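Luminescent ATP readout (CellTiter-Glo, 10 min RT) after 48 or 72 hr compound exposure of NIH 3T3 cells seeded at 400 cells/well in 1536-well format; quantitative HTS.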
FLuc inh: blocks purified firefly luciferase enzyme activity | P08659 | purified P. pyralis luciferase, luminescence, biochemical | Potency, µM (titrated, usually from 115 µM), without a hit: at the highest dose activity change, negative = inhibition, hits mostly inhibitors | actives 2.5% (n = 76,000); note: potency is the fitted concentration of half-maximal effect; nearly all actives have a fitted effect of over 65% in size
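Purified P. pyralis luciferase (10nM final) in 50mM Tris acetate pH 7.5, 10mM Mg acetate, 0.01% Tween-20, 0.05% BSA with 10uM D-luciferin and 10uM ATP. Compounds titrated qHTS. Luminescence imaged on CCD.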
The depositor's hits bear a star; i = inactive; ? = inconclusive; nt = not tested or not shown; [ ] = another dose, or the depositor's remark. Unless noted, calls come from the whole dose curve; as a rule, active = well fitted curve in the direction sought with a large enough effect; inconclusive = small, poorly fitted or top-dose-only effect, or another doubt; inactive = no such curve, though single readings can be large; an effect the other way counts as inactive or inconclusive. Unless noted, % is set by controls: 0 for no effect and ±100 for the full control effect.

mol	IP6K1 inh	SNCA viab count	HEK cytotox	FLuc inh	SNCA expr inhib	NIH3T3 tox	GPT2 inh
CNC(=O)c1cc[nH]c1C1CCCN(C(=O)CCc2nc3ccccc3s2)C1 (centres undefined)	2.4	-1.5%[12.5 µM]	-3.9%	5.7%	13.4%	i	3.4%
CCOC(=O)C1CCN(C(=O)c2nc3sccn3c2-c2cccc(C(F)(F)F)c2)CC1	9.0	-7.7%	i	nt	-8.4%	-6.0%	i
CCCN1CCCC2(Cc3ccccc3CN(C(C)=O)C2)C1 (centres undefined)	12.7	-5.0%[87.6 µM]	-27.1%[172 µM]	nt	5.8%[87.6 µM]	-21.3%[138 µM]	i
Cc1nn(-c2ccc(C(C)C)cc2)c(C)c1[C@@H]1C=C[C@@H](NCc2ccc(F)cc2)C1	-13.0	?	8.91µM*	22.4µM*	?	7.08µM*	-5.6%[88.5 µM]
CN(C)S(=O)(=O)N1CCCN(Cc2ccncc2)C(c2ccccc2)CC(=O)NCC1 (centres undefined)	8.6	?	-9.8%	-14.1%	?	-27.5%	-2.5%
Cc1cccc(CN2CCNc3cnc(OCc4cccnc4)cc3C2)c1	2.2	-11.1%[87.6 µM]	100µM*	8.8%[172 µM]	-24.0%[87.6 µM]	?	-4.5%[88.5 µM]
CCOc1ccccc1N(CC)C(=O)c1noc2c1COc1ccc(C)cc1-2	-6.8	-1.6%	nt	nt	-21.8%	nt	nt
CC[N+](CC)(CC(=O)Nc1c(C)cccc1C)Cc1ccccc1	2.9	2.8%[23.9 µM]	nt	nt	26.2%[25.6 µM]	nt	-0.1%
Cc1cc(C(=O)Nc2ccc([C@H]3OCC(=O)N(C)[C@@H]3CO)cc2)no1	12.8	1.6%[87.6 µM]	-6.5%[172 µM]	-8.6%[172 µM]	-12.6%[87.6 µM]	i	-19.4%[88.5 µM]
COc1ccc(NC(=O)N2CCCC(Cc3noc(-c4ccncc4)n3)C2)cc1 (centres undefined)	12.0	-24.8%	?	-1.1%	?	?	-10.7%
CCc1nc2c(=O)n(CC(=O)NCc3ccco3)nc(C)c2s1	6.5	-1.6%	-2.2%	-11.1%	?	-7.4%	0.5%
O=C(N[C@H]1CCN2C(=O)[C@@H](Cc3c[nH]c4ccccc34)NC(=O)[C@H]12)c1ccccc1	6.1	0.7%[87.6 µM]	1.7%[172 µM]	-10.9%[172 µM]	-7.6%[87.6 µM]	i	-2.2%[88.5 µM]
Cc1ccsc1C(=O)N1CCC(c2nc(C3CCOCC3)no2)CC1	10.5	6.7%	-10.1%	-1.7%	-0.8%	-26.8%	?
CCOC(=O)CNC(=O)c1ccc(CN2C(=O)NC3(CCS(=O)(=O)CC3)C2=O)cc1	-12.9	-3.0%	10.9%	1.5%	18.5%	3.2%	i
O=S1(=O)c2cccc3cccc(c23)N1CCCN1CCN(c2ccc(F)cc2)CC1	8.0	-1.4%[23.9 µM]	nt	nt	-36.6%[25.6 µM]	nt	i
Cc1ccc(-n2nc(CO)c(C(=O)NC(C)c3ccccc3)n2)cc1C (centres undefined)	-0.2	-6.5%	nt	nt	-11.5%	nt	nt
Cc1ccc(C(=O)N2CCCn3cc(-c4cccc(C#N)c4)nc32)cc1	7.3	4.8%	-11.8%	?	73.2%[activator]	i	-3.5%
COCCCn1c(C)cc(C(=O)NCCc2noc(-c3ccccc3)n2)c1C	1.8	-4.9%[12.5 µM]	39.8µM*	-27.1%	-1.1%	?	4.1%
Cc1c(CNC2CCCCC2)c(C(=O)O)c(C)n1Cc1ccccc1F	2.1	-7.3%	nt	nt	-11.1%	nt	nt
COc1ccc(Cl)cc1C(=O)N1CCN(c2cc(C(F)(F)F)nc(C)n2)CC1	0.0	-1.8%	?	10.8%	-4.6%	?	i
CCCCNC(=O)COc1ccc(NC(=O)C2CC2)cn1	17.8	5.0%	-2.4%	-8.4%	-5.0%	-9.8%	1.5%
COc1cccc(-c2cc(C3CCN(S(=O)(=O)c4ccc(C#N)cc4)CC3)[nH]n2)c1	0.5	2.9%	28.2µM*	2.8%	5.1%	28.2µM*	-0.3%
Cc1ccc(C(=O)c2cn(Cc3cc(C)ccc3C)c3nc(C)ccc3c2=O)cc1	1.2	-28.5%	nt	nt	?	nt	nt
CN1CC(=O)N(c2ccccc2F)Cc2c(NC3CCOC3)ncnc21 (centres undefined)	-5.4	8.2%	i	3.0%	-8.7%	-10.0%	i
COc1cccc(CN2CCc3nc(C(=O)Nc4cccnc4)oc3CC2)c1	8.7	1.3%[87.6 µM]	?	22.4µM*	101.6%[activator][87.6 µM]	?	2.7%[88.5 µM]
O=C(CCn1ccn2nc3c(c2c1=O)CCCC3)NC1CCCC1	-8.8	0.7%	-20.5%	3.9%	-6.5%	-4.9%	-0.5%
Cn1cc(CN2C[C@H](C(=O)NCc3ccccc3)C[C@H]2c2cccc(C(F)(F)F)c2)cn1	13.3	-8.0%	?	-1.8%	6.7%	?	?
CCC(C)(C)C(=O)O[C@H]1C[C@@H](C)C=C2C=C[C@H](C)[C@H](CC[C@@H]3C[C@@H](O)CC(=O)O3)[C@H]21	1.6	-5.8%	nt	nt	-18.4%	nt	i
Cc1cc(C)n2nc(C(=O)N3CCC(Cc4cccc(C(N)=O)c4)C3)nc2n1 (centres undefined)	11.6	-1.2%	-4.6%	5.8%	-6.8%	0.1%	1.7%
COc1ccccc1NC(=O)c1ccc2oc(=O)c(S(=O)(=O)c3ccccc3)cc2c1	-1.2	3.7%	nt	nt	2.2%	nt	nt
Cc1cccc(Cn2c(CN3CCC(C(=O)NCc4cccnc4)CC3)cc3ccccc32)c1	20.0	-21.3%	nt	nt	-27.0%	nt	nt
Cc1cccc(C(C)C)c1NC(=O)C1CCCN1S(=O)(=O)c1cccc2nsnc12 (centres undefined)	-19.9	8.4%	nt	nt	42.9%[activator]	nt	nt
CS(=O)(=O)Nc1ccc(OCC(=O)N2CCN(c3ccc(F)cc3)CC2)nc1	23.1	2.7%	-1.6%	-0.5%	5.6%	0.5%	i
CS(=O)(=O)c1cnc(NCCCc2ccccc2)nc1C1CCCNC1 (centres undefined)	-2.8	0.8%	?	-5.3%	11.1%	?	i
COc1ccc(CCC(=O)N2CCC(C(=O)N3CCCCCCNC(=O)CC3)CC2)cc1	11.2	-8.8%	2.5%	-6.0%	-0.3%	-21.7%	-13.4%
C=CCNC(=O)C1COC2(CCCCC2)N1C(=O)c1cccc(F)c1 (centres undefined)	1.8	0.5%	-11.0%	-7.0%	-13.4%	-19.1%	1.1%
Cc1nc2ccccc2c(=O)n1-c1ccc(NC(=O)c2ccccc2[N+](=O)[O-])cc1	25.0	-7.1%	nt	nt	-2.3%	nt	nt
CCOc1ccc(NC(=O)CSc2ccc(-c3sc(-c4ccccc4)nc3C)nn2)cc1	16.6	-0.6%	nt	nt	23.9%	nt	nt
Fc1ccc(Cc2cn3cc(-c4ccc(Cl)cc4)nc3s2)cc1	-0.5	4.8%	nt	nt	81.6%[activator]	nt	nt
CCN(CC)C(=O)[C@@H]1CCC[C@@H](NC(=O)c2cncnc2)CN(C)C(=O)C1	-7.7	1.9%[87.6 µM]	4.5%[172 µM]	8.0%[172 µM]	-7.2%[87.6 µM]	2.4%[174 µM]	i
CNC(=O)CCC[C@H]1NC[C@@H]2CC1CN(Cc1ccccc1)C2	12.4	8.8%	-3.5%	-16.1%	-18.5%	2.5%	i
Cc1nn(CCC#N)c(C)c1[C@@H]1C=C[C@@H](NS(=O)(=O)c2ccccc2)C1	-1.0	2.0%[87.6 µM]	-9.7%[172 µM]	7.1%[172 µM]	9.8%[87.6 µM]	25.1µM*	1.3%[88.5 µM]
COCCCNC(=O)CCc1cc2ccccc2[nH]c1=O	13.2	-0.1%	-2.7%	2.0%	-6.0%	-8.4%	-0.3%
COc1ccc(Cl)cc1NC(=O)c1ncn(-c2ccccc2)n1	-5.8	-4.3%	nt	nt	30.3%[activator]	nt	nt
CCSc1nnc2c(n1)OC(c1ccc(OCC(=O)O)cc1)Nc1ccccc1-2 (centres undefined)	-20.7	-11.5%	nt	nt	87.6%[activator]	nt	nt
O=C(CN1C(=O)CCc2cc(S(=O)(=O)N3CCCCC3)ccc21)NCc1ccc(Cl)cc1	-9.6	-8.1%	nt	nt	?	nt	nt
CCc1nn(CC(=O)NCC(C)c2ccccc2)c(=O)c2cc3occc3n12 (centres undefined)	17.5	-24.3%	nt	nt	6.5%	nt	nt
COc1cc(NC(=O)c2cc(-c3cccc(OC)c3)n[nH]2)cc(OC)c1	-16.6	-16.4%	nt	nt	157.5%[activator]	nt	nt
CCN(CCCNC(=O)c1cc2cc3cc(OC)ccc3nc2s1)c1ccccc1	28.8	2.4%	nt	nt	49.1%[activator]	nt	nt
O=C(NCc1ccc(N2CCOCC2)cc1)c1ccc(N2CC3CC(C2)[C@H]2CCCC(=O)N2C3)nc1 (some centres undefined)	-1.9	-12.4%	14.6%	9.6%	-16.3%	i	i
O=C(C1CCN(C(=O)N2CC3CC(C2)[C@H]2CCCC(=O)N2C3)CC1)N1CCN(c2ncccn2)CC1 (some centres undefined)	22.3	-3.0%	-0.6%	-8.5%	-14.2%	0.4%	i
O=C(CCC[C@H]1NC[C@@H]2C[C@H]1CN(Cc1ccccc1)C2)N1CCN(c2ncccn2)CC1	-24.9	-3.1%	3.5%	0.5%	-5.9%	-0.6%	i
Cc1c(CN2CC[C@H]3CC[C@@H](C2)N3)c(=O)n(-c2ccccc2)n1C	13.6	-0.7%	-15.5%	15.3%	-5.1%	-7.3%	-16.0%
Cn1nc(C2CCCN2)c2c(C(=O)NC3CC3)cc(C3CC3)nc21 (centres undefined)	9.9	-0.2%	i	nt	2.0%	i	1.8%
O=C(Cc1ccccc1)NC[C@H]1O[C@H](Cc2cc(CN3CCNCC3)on2)CC[C@@H]1O	0.3	-0.3%	0.9%	2.3%	-2.2%	-6.0%	-6.6%

Molecules shown so far that contain a thiophene ring, fused or not (two):
mol	IP6K1 inh	SNCA viab count	HEK cytotox	FLuc inh	SNCA expr inhib	NIH3T3 tox	GPT2 inh
Cc1ccsc1C(=O)N1CCC(c2nc(C3CCOCC3)no2)CC1	10.5	6.7%	-10.1%	-1.7%	-0.8%	-26.8%	?
CCN(CCCNC(=O)c1cc2cc3cc(OC)ccc3nc2s1)c1ccccc1	28.8	2.4%	nt	nt	49.1%[activator]	nt	nt
